# FAS TE block – FAS thioesterase domain inhibitors, primary screen, biochemical, fluorescence intensity, uHTS | Fatty acid synthase (Homo sapiens), P49327 | recombinant FAS-TE, OMFH fluorogenic substrate, fluorescence endpoint | inhibition, % at 15 µM | hit rate 0.67% among 360,000 | AID 602261, 2012;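 active means compounds whose normalised, plate-corrected inhibition of enzyme fluorescence in the single-dose primary screen is 50% or more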;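 further: 0% = DMSO with enzyme and 100% = substrate without enzyme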
# Rin1-Abl PPI inh – inhibitors of Rin1-Abl protein binding, primary screen, biochemical, TR-FRET | Tyrosine-protein kinase ABL1 (Homo sapiens) + Ras and Rab interactor 1 (Homo sapiens), … | inhibition, % at 7.35 µM | hit rate 0.4% among 360,000 | AID 588664, 2011; in the data active means inhibition above about 5%, passing the limit was not always enough
# MT1-MMP act inh – blockers of MT1-MMP proenzyme processing, primary screen, HT1080 RFP-PRO-GFP cells, GFP/RFP fluorescence. hit rate 0.061% among 360,000. AID 651647, 2012. GFP/RFP ratio fluorescence, overnight; percent of plate control window, DMSO zero. GFP/RFP ratio change, % at 20 µM. Matrix metalloproteinase-14 (Homo sapiens), P50281;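 active means GFP/RFP ratio change of at least 30% with cell ATP level not reduced by more than half and red fluorescence within 50% of control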; further: strong numbers were not always called active
#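 Test system: HT1080 cells expressing an RFP-PRO-GFP fluorescent reporter construct / Compound dosing: single-point 20 µM compound, 1% DMSO / Schedule: cells overnight before dosing, compound overnight, 37 °C, 5% CO2 / Evaluation: GFP/RFP fluorescence ratio / Control set: DMSO and RFP-L50D-GFP cell wells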
# bovine MsrA act – bovine MsrA enzyme activators, primary screen, biochemical, absorbance, HTS. purified bovine MsrA, absorbance read-out. activation, % at 10.6 µM. hit rate 0.3% among 360,000. AID 602163, 2012; in the data active means activation above about 7.5%;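 further: 0% = vehicle and 100% = reference activator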
# NRP1-CendR mod – modulators of CendR peptide binding to NRP-1, primary screen, biochemical, fluorescence polarization, uHTS; AID 602438, 2012; hit rate 0.85% among 360,000; FAM-RPARPAR peptide binding to NRP-1; inhibition, % at 25 µM;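 active means inhibition or corrected inhibition above about 18%, plus a signal ratio from 0.5 to 1.5, limit read from the data, passing the limit was not always enough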; further: strong numbers were not always called active
# Neddyl block – inhibitors of cullin neddylation, primary screen, biochemical, TR-FRET, uHTS, NAE and Ubc12; hit rate 0.58% among 360,000; NEDD8-conjugating enzyme Ubc12 (Homo sapiens) + NEDD8-activating enzyme E1 regulatory …; AID 651699, 2012; calls only at 25 µM; in the data active means inhibition above about 36%
# Target sequence (P61081 whole entry, looked up): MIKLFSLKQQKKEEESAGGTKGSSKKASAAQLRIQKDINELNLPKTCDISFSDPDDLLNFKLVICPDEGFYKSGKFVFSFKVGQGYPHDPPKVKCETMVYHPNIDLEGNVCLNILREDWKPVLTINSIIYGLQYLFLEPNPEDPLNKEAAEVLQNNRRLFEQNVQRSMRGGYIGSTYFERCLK
# Target sequence (Q13564 whole entry, looked up): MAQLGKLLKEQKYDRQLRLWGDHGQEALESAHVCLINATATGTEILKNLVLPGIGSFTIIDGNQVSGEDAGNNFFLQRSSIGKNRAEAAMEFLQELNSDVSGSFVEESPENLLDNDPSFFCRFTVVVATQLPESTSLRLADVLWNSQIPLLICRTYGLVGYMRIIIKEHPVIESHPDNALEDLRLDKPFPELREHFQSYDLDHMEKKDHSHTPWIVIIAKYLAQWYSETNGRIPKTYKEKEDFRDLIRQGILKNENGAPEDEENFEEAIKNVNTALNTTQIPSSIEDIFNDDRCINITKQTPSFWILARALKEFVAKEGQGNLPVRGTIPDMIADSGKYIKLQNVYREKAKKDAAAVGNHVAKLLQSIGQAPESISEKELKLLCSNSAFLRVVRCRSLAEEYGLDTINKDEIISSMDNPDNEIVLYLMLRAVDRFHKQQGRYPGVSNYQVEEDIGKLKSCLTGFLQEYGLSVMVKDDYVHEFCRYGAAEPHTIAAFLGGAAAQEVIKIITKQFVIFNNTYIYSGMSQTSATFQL
# eLon inh – inhibitors of E. coli Lon protease, primary screen, biochemical, fluorescence polarization | hit rate 0.42% among 360,000 | inhibition, % at 7.94 µM | purified E. coli Lon protease; in the data active means inhibition above about 13%, passing the limit was not always enough;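 further: 0% = enzyme with probe and DMSO and 100% = no enzyme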
# SKN-1 inh – suppressors of acrylamide-induced Pgst-4::GFP reporter in worms, primary screen, SKN-1 inhibitor project, whole organism, uHTS, GFP/RFP fluorescence ratio, strain VP596 | hit rate 0.49% among 360,000 | AID 624304, 2012 | inhibition, % at 21.8 µM | C. elegans VP596 Pgst-4::GFP/RFP ratio, 24 h;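 active means interference check ratio from 0.5 to 1.5 plus GFP to RFP signal ratio inhibition reaching or exceeding a fixed threshold, cut at about 30% in these data, passing the limit was not always enough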; further: some compounds called inactive have numbers as strong as hits
# MsrA inhibitor – bovine MsrA enzyme inhibitors, primary screen, biochemical, absorbance, HTS; inhibition, % at 15.5 µM; purified bovine MsrA, absorbance read-out; hit rate 0.75% among 360,000; AID 651718, 2012; Methionine sulfoxide reductase A (Bos taurus); in the data active means inhibition above about 4.5%;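 further: 0% = vehicle wells with enzyme and 100% = reference inhibitor wells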
# * hit, by the source's call; i = inactive; . = no result given; & = joins results of further samples. The order is random (roughly 4.2% active in at least one column).
cpd	Structure	FAS TE block	Rin1-Abl PPI inh	MT1-MMP act inh	bovine MsrA act	NRP1-CendR mod
1	COc1cc(NC(=S)Nc2ccc(N(C)C(C)=O)cc2)cc(OC)c1	-5	0	0	-11	-6
2	COc1ccc(-c2oc3ccc(-c4cc(OC)c(OC)c(OC)c4)cc3c2-c2ccc(OC)nc2)cc1	38	2	-6	-2	3
3	CCNc1nnc(SCC(=O)c2cc(C)n(C3CC3)c2C)s1	-3	1	0	0	-19
4	COc1cc2ccccc2cc1C(=O)Nc1cc(C)ccn1	16	-2	-2	-8	-2
5	Cc1ccc(NC(=O)COc2ccccc2C=O)cc1Cl	20	2	-1	-11	3
6	CCC/C=C1/CCCOC(C(=O)NCc2ccccc2)(C(F)(F)F)C1 (centres undefined)	8	4	4	-13	-1
7	Cn1nnnc1SCc1cn2cccnc2n1	-4	-1	-1	0	16
8	O=C1CC(SCc2nc3ccccc3[nH]2)C(=O)N1c1ccc(F)c(Cl)c1 (centres undefined)	1	2	-12	-1	2
9	S=C(NCc1ccccn1)Nc1ccccc1Cl	-1	0	0	-2	-2
10	COC(=O)c1cc(-c2ccccc2)n(CCN)c1C	-9	-2	-2	-3	5
11	O=C1Nc2ccccc2N(O)N1c1cc(-c2cccc(Cl)c2)no1	-6	4	6	-1	4
12	COc1ccccc1CCC(=O)Nc1cc(S(=O)(=O)N2CCOCC2)ccc1N1CCCC1	-3	0	-1	0	-7

cpd	Neddyl block	eLon inh	SKN-1 inh	MsrA inhibitor
1	i	3	-14	-0.4
2	i	-9	-5	0.1
3	i	0	-7	0.2
4	i	-10	15	-0.7
5	i	3	15	1.4
6	i	13	17	0.4
7	.	5	10	1.5
8	i	-7	7	0.5
9	i	8	-12	0.6
10	i	-6	-8	0.0
11	i	-8	1	-0.3
12	i	1	24	-0.1

# Continuation:
cpd	Structure	FAS TE block	Rin1-Abl PPI inh	MT1-MMP act inh	bovine MsrA act	NRP1-CendR mod
13	Cc1cc(C)n(CCNC(=O)[C@H]2O[C@@H](n3ccc(=O)[nH]c3=O)[C@H](O)[C@@H]2O)n1	-1	3	-1	-11	4
14	Cc1cc(N2CCN(C)CC2)nc2ccc(NC(=O)c3cccnc3Cl)cc12	-9	3	-4	-7	-18
15	O=C(c1cc(S(=O)(=O)N2CCOCC2)ccc1Cl)N1CCC(Cc2ccccc2)CC1	13	2	0	-1	-6
16	CC(=O)NCCc1cc2cc(C)c(C)cc2[nH]c1=O	-8	0	5	-11	-16
17	CCOC(=O)c1[nH]c(C)c(C(=O)OCC(=O)N(C)C2CCS(=O)(=O)C2)c1C (centres undefined)	-6	5	-3	-13	7
18	Nc1cc(N)nc(SCC(=O)N2CCN(C(=O)c3ccco3)CC2)n1	-4	2	-3	-1	6
19	C=Cc1cc2c(cc1O)CCC1C2CCC2(C)C(O)CCC12 (centres undefined)	9	3	-7	-6	-8
20	COC(=O)CSc1nsc(SCC(=O)OC)c1C#N	-6	-1	-2	-8	3
21	COC(=O)[C@]12CCCCC=C1N(CCC1=CCCCC1)C(=O)[C@H](CC(=O)N1CCN(C(=O)c3ccco3)CC1)C2	-1	.	2	-1	3
22	O=C(NCC1CCCO1)c1cn(Cc2ccccc2)nc1-c1ccc(Cl)cc1 (centres undefined)	4	3	7	0	-6
23	COc1ccc(-n2c(Cc3cccn3C)nnc2SCC(=O)Nc2ccccc2C)cc1	-2	0	2	-3	5
24	Cc1ccc(NC(=O)CCn2cccc2)cc1Cl	3	2	-2	-2	11

cpd	Neddyl block	eLon inh	SKN-1 inh	MsrA inhibitor
13	i	-3	10	1.2
14	i	-7	11	2.3
15	i	-2	29	0.2
16	i	-5	32*	1.3
17	i	2	-2	-0.2
18	i	-11	1	0.1
19	i	9	12	1.5
20	i	-3	-4	0.1
21	i	2	5	-1.6
22	i	-5	25	-0.2
23	i	-8	-4	-0.1
24	i	-3	21	-0.1

# (cont.)
cpd	Structure	FAS TE block	Rin1-Abl PPI inh	MT1-MMP act inh	bovine MsrA act	NRP1-CendR mod
25	Nc1ccc(CNC(=O)OCC2c3ccccc3-c3ccccc32)cc1	1	1	1	-1	22
26	N#Cc1ccc(C(=O)CSc2n[nH]c(=O)n2Cc2ccco2)cc1	0	-4	0	-2	4
27	O=S(=O)(c1cccc(C(F)(F)F)c1)N(CCCN1CCOCC1)Cc1cccs1	6&2	-5&1	5&-5	-2&0	9&-1
28	O=C(CCCn1c(SCc2cccc([N+](=O)[O-])c2)nc2ccccc2c1=O)NCC1CCCO1 (centres undefined)	86*	4	-3	-4	-5
29	CCOc1ccc(S(=O)(=O)NCCC(=O)N2CCN(Cc3ccccc3)CC2)cc1	-4	-2	-2	1	-11
30	CCOC(=O)c1ccccc1NC(=O)CN(c1ccccc1C)S(C)(=O)=O	1	0	.	-12	7
31	Cc1cc(Cl)nc(Cl)c1C(=O)N1CCOCC1	2	-3	-1	-8	8
32	CC(Nc1cccnc1)=C(C#N)C#N	-1	4	1	-3	-8
33	CC(CCc1ccccc1)NS(=O)(=O)c1ccccc1 (centres undefined)	5	0	-3	2	17
34	CN(Cc1ccc(Cl)s1)C(=O)CCl	-4	-5	3	-3	-4
35	Cc1cc(=O)oc2cc(OCC(=O)Nc3nnc(C(C)C)s3)ccc12	-5	3	7	-3	-27
36	CC(Nc1cccc(C(=O)NC2CC2)c1)c1nnc(-c2ccccc2)o1 (centres undefined)	-8	4	4	-2	11

cpd	Neddyl block	eLon inh	SKN-1 inh	MsrA inhibitor
25	i	-4	-6	-0.4
26	i	4	-3	-0.6
27	i	-8&-2	4&2	0.0&-1.5
28	i	3	1	0.0
29	i	-1	15	-1.6
30	i	-13	-12	0.8
31	i	-1	-1	-0.5
32	i	-6	-1	1.7
33	i	-8	-7	-1.0
34	i	-10	-22	0.0
35	i	-1	-2	-0.1
36	i	-6	-2	1.3

# Next part.
cpd	Structure	FAS TE block	Rin1-Abl PPI inh	MT1-MMP act inh	bovine MsrA act	NRP1-CendR mod
37	CCN(CC)c1ccc(NC(=O)CCS(=O)(=O)c2ccc(Br)cc2)c(C)c1	2	0	3	-2	-7
38	CCCNC(=O)/C(=C/c1cn(S(=O)(=O)N(C)C)c2ccccc12)NC(=O)c1ccc(OC)cc1	81*	-1	2	-2	2
39	c1ccc2c(N3CCOCC3)nc(N3CCOCC3)nc2c1	-15	-2	2	-11	0
40	C=C(C)CSc1nnc(-c2ccc(OC)cc2)n1N	-10	-1	3	-3	1
41	NNC(=O)Cn1nc2n(c1=O)-c1ccccc1SC2	-10	0	-2	0	3
42	CCC(=O)c1ccc(OCC(=O)NC2CCN(Cc3ccccc3)CC2)cc1	-9	0	0	-1	2
43	CC(=O)NC1(C(F)(F)F)C(=O)Nc2c1c(=O)[nH]c(=O)n2CC(C)C (centres undefined)	-4	-1	1	2	-2
44	Cc1cccc(CSC2=NN3CCCC(=O)N=C3S2)c1	1	-1	0	5	-8
45	CN(CC(=O)Nc1ccc(Cl)cc1)CC(=O)Nc1ccc(F)c(F)c1F	17	2	3	-6	-1
46	COc1cccc(OCC(O)CN2CCN(c3ccc(Cl)cc3)CC2)c1 (centres undefined)	6	1	1	-3	-3
47	NC(=NCCc1c[nH]c2ccccc12)NC(=O)c1ccc(F)cc1	-2	1	11	-3	-10
48	COc1ccc(C)cc1-n1ccn(CC(=O)Nc2ccc(Br)cc2F)c(=O)c1=O	-7	-1	-1	-2	-2

cpd	Neddyl block	eLon inh	SKN-1 inh	MsrA inhibitor
37	i	3	13	0.8
38	i	-1	-19	1.6
39	.	1	-7	0.7
40	i	6	11	0.7
41	i	-7	-7	1.1
42	i	-11	2	0.7
43	i	-3	-16	0.1
44	i	-7	-6	-1.1
45	i	-7	7	-0.7
46	i	2	5	0.6
47	i	7	12	-0.9
48	i	-9	17	0.8

# Exported field by field: 2 of the compounds above
(39) c1ccc2c(N3CCOCC3)nc(N3CCOCC3)nc2c1
  FAS TE block: -15	Rin1-Abl PPI inh: -2	MT1-MMP act inh: 2	bovine MsrA act: -11	NRP1-CendR mod: 0	Neddyl block: .	eLon inh: 1	SKN-1 inh: -7	MsrA inhibitor: 0.7
(43) CC(=O)NC1(C(F)(F)F)C(=O)Nc2c1c(=O)[nH]c(=O)n2CC(C)C (centres undefined)
  FAS TE block: -4	Rin1-Abl PPI inh: -1	MT1-MMP act inh: 1	bovine MsrA act: 2	NRP1-CendR mod: -2	Neddyl block: i	eLon inh: -3	SKN-1 inh: -16	MsrA inhibitor: 0.1

# (listing goes on)
cpd	Structure	FAS TE block	Rin1-Abl PPI inh	MT1-MMP act inh	bovine MsrA act	NRP1-CendR mod
49	Oc1ccc(Cl)cc1CNn1cnnc1	-2	3	6	-4	-6
50	N#Cc1cccc(NC(=O)COC(=O)c2cc(S(=O)(=O)Nc3ccccc3Cl)ccc2O)c1	13	1	6	-1	-3
51	CCCC1=NN(c2ccc([N+](=O)[O-])cc2)C(=O)/C1=C/N(C)C	-1	1	-2	-5	-1
52	COC(=O)Cn1c(CN2CCN(C(=O)c3ccco3)CC2)nc2c1c(=O)n(C)c(=O)n2C	-4	4	4	-16	8
53	CCOC(=O)N1CCN(C(=O)CN2C(=O)NC(C)(c3ccc4ccccc4c3)C2=O)CC1 (centres undefined)	-6	0	5	-4	3
54	COc1cc(C(=O)NC(=S)Nc2nc(-c3ccc(F)cc3)cs2)cc(OC)c1OC	5	-5	-1	-2	6
55	COC(=O)Nc1ccc(SCC(=O)c2cccc([N+](=O)[O-])c2)cc1	10	0	0	0	10
56	CCC1CCCCN1CCCn1c(=S)[nH]c2ccccc2c1=O (centres undefined)	-10	3	1	-3	4
57	Cc1cc(C)c(C)c(OCC(=O)NCCN(C)C)c1	-5	2	3	0	-8
58	CCN(CC(=O)Nc1ccc(OC)cc1)C(=O)c1ccc2c(c1)NC(=O)CS2	-5	-2	-1	-2	0
59	O=C(CN1CCN(c2ccccc2O)CC1)NC(=O)NCc1ccccc1	-2	1	-1	-1	12
60	Cc1ccc(OCC(=O)N2CCN(C(=O)Cc3ccccc3)CC2)cc1	-6	2	0	2	0

cpd	Neddyl block	eLon inh	SKN-1 inh	MsrA inhibitor
49	i	-10	-1	1.9
50	i	4	18	-0.7
51	i	5	8	0.3
52	i	7	-3	-0.1
53	i	2	3	-0.3
54	i	4	-6	0.3
55	i	-5	-7	0.5
56	i	-6	15	-0.5
57	i	-8	-9	0.5
58	i	-9	-4	-0.5
59	i	-10	6	0.7
60	i	-5	0	-0.2

# Entries of single compounds, quoted from the list. Order of screens: FAS TE block	Rin1-Abl PPI inh	MT1-MMP act inh	bovine MsrA act	NRP1-CendR mod	Neddyl block	eLon inh	SKN-1 inh	MsrA inhibitor
# Profile of CCCC1=NN(c2ccc([N+](=O)[O-])cc2)C(=O)/C1=C/N(C)C → -1	1	-2	-5	-1	i	5	8	0.3
# Profile of Oc1ccc(Cl)cc1CNn1cnnc1 → -2	3	6	-4	-6	i	-10	-1	1.9
